Source: PubChem
MDM2 E3 inh – inhibitors of human Mdm2 E3 ubiquitin ligase. AID 1230. 0.11% of 210,000 active. Q00987. signal enhancement, % at 5 µM. cell-based MDM2 ubiquitination luciferase reporter, 2 h; 0 = plate control, 100 = twice control, blank-subtracted;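 active = signal enhancement of 30% or more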;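 also: luminescence tracks abundance of the self-degrading MDM2-luciferase fusion protein; higher signal means inhibition of MDM2 E3 ligase activity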
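Assay system: stable mammalian line carrying autodegrading MDM2–luciferase fusion reporter; amount: 2000 cells seeded into each well; buffer or medium: DMEM; benchmarks: plate control and blank wells; signal: luciferase luminescence; timing: 2 h compound exposure at 37 °C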
Runt-SMMHC FRET – inhibitors of human RUNX1 Runt domain binding to CBFb-SMMHC | inhibition, % at 20 µM | Cerulean-Runt/Venus-CBFb-SMMHC FRET ratio 530/480, 1 h | Q01196+Q13951 | AID 1434 | 0.74% of 220,000 active;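 active = mean inhibition across duplicate retests at 20 µM reaching about 50%, limit read from the data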;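 also: 0% = DMSO wells and 100% = wells with excess untagged CBFb-SMMHC; inhibitors lower the FRET ratio by blocking Runt binding to CBFb-SMMHC; some results filed as inactive read as strong as hits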
Target sequence (Q01196 whole entry, looked up, the tested form may be a part): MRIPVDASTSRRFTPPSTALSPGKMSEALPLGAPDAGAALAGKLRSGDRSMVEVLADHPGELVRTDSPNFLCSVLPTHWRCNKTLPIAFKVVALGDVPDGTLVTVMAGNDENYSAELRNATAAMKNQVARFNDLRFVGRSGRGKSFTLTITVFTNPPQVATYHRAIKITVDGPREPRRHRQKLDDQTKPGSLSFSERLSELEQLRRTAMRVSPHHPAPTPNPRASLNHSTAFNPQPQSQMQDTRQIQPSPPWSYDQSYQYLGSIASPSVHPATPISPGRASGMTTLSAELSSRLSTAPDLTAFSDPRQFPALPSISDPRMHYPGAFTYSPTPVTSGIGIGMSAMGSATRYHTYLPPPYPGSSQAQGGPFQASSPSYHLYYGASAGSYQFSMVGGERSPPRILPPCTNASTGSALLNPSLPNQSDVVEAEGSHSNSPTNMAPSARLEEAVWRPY
Target sequence (Q13951 whole entry, looked up, the tested form may be a part): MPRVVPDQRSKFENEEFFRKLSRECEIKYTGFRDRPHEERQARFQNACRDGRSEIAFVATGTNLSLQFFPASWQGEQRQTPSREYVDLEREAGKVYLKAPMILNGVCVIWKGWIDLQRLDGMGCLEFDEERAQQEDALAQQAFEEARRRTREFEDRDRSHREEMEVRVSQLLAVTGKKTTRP
NCF1 inh – inhibitors of human p47phox binding. P14598. p47phox/p22phox peptide binding, fluorescence polarization, 2 h. inhibition, % at 24.7 µM. 0.53% of 220,000 active. AID 1274;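 active = inhibition above about 30%, limit read from the data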;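 also: 0% = p47phox with labelled peptide and 100% = labelled peptide alone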
Target sequence (P14598 whole entry, looked up): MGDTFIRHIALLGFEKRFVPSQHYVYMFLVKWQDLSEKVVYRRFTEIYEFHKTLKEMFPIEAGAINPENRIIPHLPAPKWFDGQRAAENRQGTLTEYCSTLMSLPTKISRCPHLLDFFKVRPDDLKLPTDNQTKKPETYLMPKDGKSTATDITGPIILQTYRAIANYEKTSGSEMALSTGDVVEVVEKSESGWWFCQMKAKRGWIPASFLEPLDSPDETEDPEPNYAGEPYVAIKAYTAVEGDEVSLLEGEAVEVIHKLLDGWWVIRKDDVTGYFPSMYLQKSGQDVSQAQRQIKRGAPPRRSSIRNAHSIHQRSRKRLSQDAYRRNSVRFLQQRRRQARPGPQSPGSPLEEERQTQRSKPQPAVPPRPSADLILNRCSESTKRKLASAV
PPC-1+TRAIL kill – compounds killing PPC-1 cancer cells with TRAIL present (potentiator screen, no TRAIL-free arm) | 0.41% of 220,000 active | PPC-1 cells + TRAIL, ATPLite viability luminescence | cell killing (% activity), % at 4 µM;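 active = cell killing above 50% in the first pass at 4 µM, then a duplicate retest at 5 µM averaging 50% or more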;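 also: plate controls were cells with TRAIL plus DMSO for no effect and medium-only wells lacking cells for full effect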
zfTRPN1 agonist – zebrafish TRPN1 (NompC) channel agonism | HEK293 zebrafish TRPN1-YFP, Fluo-8 calcium fluorescence; 100% = response to 87 µM carbachol | activation, % at 3 µM | 0.18% of 220,000 active | AID 1424;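 active = activation above its plate's cutoff, the mean activation of test wells on that plate plus 3 SD, cut at about 19% in these data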;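 also: 0% = DMSO alone and 100% = 87 µM carbachol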
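Material: zebrafish TRPN1-YFP in HEK293 cells; Doses: single test compound dose, 3 µM nominal, 0.3% DMSO; Timing: dye loading 1 h at 37 °C, then 30 min room temperature; Technique: intracellular calcium fluorescence with Fluo-8; Benchmarks: high carbachol 87 µM, low DMSO alone.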
TRPML3 agonist – agonists of human TRPML3 channel | Q8TDD5 | HEK293 TRPML3-YFP, Fluo-8 calcium fluorescence; 100% = the carbachol control signal | activation, % at 3 µM | 0.29% of 220,000 active | AID 1448;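 active = activation above its plate's cutoff, the mean activation of the plate's test wells plus 3 SD, cut at about 12% in these data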;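 also: 0% = DMSO only wells and 100% = carbachol wells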
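Test system: TRPML3-YFP stable HEK293 cells. Doses: single point at 3 µM. Incubation: dye loading 1 h 37 °C then 30 min ambient, 125 s read. Signal: Fluo-8 calcium dye fluorescence, ex 470-495, em 515-575 nm. Measure: percent activation from peak-to-basal fluorescence ratio, scaled between DMSO and carbachol.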
EBV gp42 block – EBV gp42 inhibition. AID 1085. 0.42% of 220,000 active. inhibition, % (tested at 21.74 µM). Fluorescence polarization binding assay, mP read-out. Q1HVG2; in the data active = inhibition above about 50%
TNF necrop inh – inhibitors of TNF-alpha induced necroptosis in Jurkat FADD-/- cells. 0.068% of 220,000 active. AID 463075. Jurkat FADD-/- TNF necroptosis rescue, ATP luminescence, 24 h; 0 = TNF only, 100 = no-TNF cells. activation (protection from cell death), % at 10 µM;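 active = activation, meaning protection from cell death, of at least 50% relative to plate controls; inactive = activation below 50%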;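 also: necroptosis triggered by 40 ng/mL TNF-alpha added together with compound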
CHOP inh – inhibitors of CHOP induction in ER stress response. AID 2732. CHO-K1 CHOP-promoter luciferase, tunicamycin-induced, 15-18 h. inhibition, % at 10 µM. 3.8% of 220,000 active;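 active = compounds that reduced the stress-induced luciferase reporter signal by more than about 70% of percent inhibition, limit read from the data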;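 also: 0% = tunicamycin plus vehicle and 100% = wells without tunicamycin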
The depositor's hits bear a star; x = no result given. This is a random part of the collection; 5.9% or so of the library scored in one or more.

SMILES	MDM2 E3 inh	Runt-SMMHC FRET	NCF1 inh	PPC-1+TRAIL kill	zfTRPN1 agonist	TRPML3 agonist	EBV gp42 block	TNF necrop inh	CHOP inh
CCOC(=O)CSc1nc2c(sc3ccc([N+](=O)[O-])cc32)c(=O)n1Cc1ccco1	-6	0	9	0	1.4	0.4	5	2.0	13
Cc1nnsc1C(=O)N/N=C/c1ccccc1	0	0	1	12	1.1	0.4	-14	2.0	29
COc1ccccc1N1CCN(C(=O)C2c3ccccc3Oc3ccccc32)CC1	-9	-4	-14	15	-2.5	-1.3	-19	-8.9	x
COc1cc(C(=O)OCCCN(C)C)cc(OC)c1OC	x	1	-12	-8	3.5	1.3	-12	1.0	8
O=C(Nc1cccc(Cl)c1)c1cnn2cccnc12	-11	2	-5	3	-0.6	-0.4	-14	-5.7	15
CCCCNS(=O)(=O)c1ccc(NC(=O)C2c3ccccc3Oc3ccccc32)cc1	-8	0	-20	24	2.6	1.2	4	6.3	54
FC(F)Oc1ccc(/C=N/NC(=S)Nc2cc(C(F)(F)F)ccc2Cl)cc1	-12	4	2	19	0.7	0.7	-16	0.9	76*
Cc1cc(C)cc(-n2c(=O)c3sccc3n(CC(=O)NCc3ccco3)c2=O)c1	-5	-2	-9	10	0.3	-1.4	-5	-3.0	4
Cc1cccc(NC(=S)NCCc2ccccn2)c1	-11	-2	-7	25	2.3	-1.1	-10	-3.0	-7
COc1ccccc1OC(C)c1nnc(SCC(=O)Nc2c(C)n(C)n(-c3ccccc3)c2=O)n1-c1ccccc1 (centres undefined)	-15	1	-1	12	-0.4	-0.5	-32	-3.6	43
COc1cccc(C2C3=C(CC(C)(C)CC3=O)Nc3n[nH]c(C)c32)c1 (centres undefined)	-9	-9	-12	5	1.3	-0.3	-7	3.8	16
S=C(N/N=C/c1ccccc1)N1CCOCC1	-3	3	-4	1	-0.4	0.7	-8	2.6	-4

SMILES	MDM2 E3 inh	Runt-SMMHC FRET	NCF1 inh	PPC-1+TRAIL kill	zfTRPN1 agonist	TRPML3 agonist	EBV gp42 block	TNF necrop inh	CHOP inh
Cc1ccc(/C=N/Nc2cc(C)nc(N3CCOCC3)n2)cc1	-22	0	-14	7	-1.6	-0.4	-1	2.3	19
CCc1cccc2c(=O)c(C(=O)N3CCOCC3)c[nH]c12	-3	1	-11	1	0.7	0.8	-9	0.2	20
CCc1ccc(N2CC(C(=O)NCc3ccco3)CC2=O)cc1 (centres undefined)	-11	4	-13	14	1.1	-0.1	-2	-2.3	-2
COc1ccc(NC(=O)CSc2nnnn2Cc2ccccc2)cc1	3	-3	-7	12	0.1	0.1	-5	1.4	7
CNc1cc(CSc2ccc(Cl)cc2)nc(C)n1	-5	0	5	-4	0.8	0.7	-2	2.1	-15
O=C(CC(NC(=O)c1ccccc1)c1ccccc1)Nc1cccc2ccccc12 (centres undefined)	-5	9	-11	1	-2.2	0.1	-14	1.0	104*
Nc1cc(Cl)ccc1N1CCCCC1	-6	-3	2	-1	0.3	-0.1	-2	1.3	17
CC(C)C(=O)OCc1cn(-c2ccc(Cl)c(Cl)c2)nn1	-1	2	-5	-7	1.2	0.2	-2	1.7	26
COc1ccccc1C(=O)N1c2ccccc2Sc2ccccc21	-7	4	-31	37	-2.6	-0.7	1	-1.9	10
CCCOc1ccc(N2C(=O)C/C(=C\c3ccccc3)C2=O)cc1	-20	-6	-6	17	-2.2	-0.4	-10	0.5	3
O=C(N/N=C/c1cccc([N+](=O)[O-])c1)c1cc(-c2ccc3c4c(cccc24)CC3)n[nH]1	-7	-12	5	12	0.4	0.8	4	2.0	-1
Cc1ccc(C)n1-c1nn(S(=O)(=O)c2ccccc2)c2cccc(F)c12	-5	2	-29	6	-1.9	-0.6	-7	0.2	29

SMILES	MDM2 E3 inh	Runt-SMMHC FRET	NCF1 inh	PPC-1+TRAIL kill	zfTRPN1 agonist	TRPML3 agonist	EBV gp42 block	TNF necrop inh	CHOP inh
C=CCSc1nnc(NC(=O)Cc2ccc(OC)c(OC)c2)s1	-8	1	-9	9	0.4	-0.1	-18	0.5	-11
CC(=O)Nc1ccc(NS(=O)(=O)c2cn(C)c(=O)n(C)c2=O)cc1	-6	1	-17	6	1.4	0.7	-3	-0.3	4
COc1ccc(CCn2c(N3CCOCC3)nc3c2c(=O)[nH]c(=O)n3C)cc1	4	0	-2	18	-1.3	0.9	-10	0.4	-4
CCOC(=O)C(NC(=O)CC)(Nc1nc2c(s1)CCCC2)C(F)(F)F (centres undefined)	6	-2	-10	6	-2.4	-0.1	-12	-1.2	-7
CC1CCN(Cc2c(C(=O)O)nnn2-c2nonc2N)CC1	-13	2	-1	17	-0.7	-0.2	-6	-0.9	18
CCOC(=O)Nc1ccc(S(=O)(=O)N(C)C(C)C)cc1	25	1	0	23	-0.3	-0.5	-17	1.9	14
O=C(COC(=O)C1CCC1)NCc1ccccc1Cl	-50	-2	0	-20	1.1	0.7	-8	-3.8	-20
COc1ccc(Br)cc1C(=O)NC(=S)Nc1ccc(Cl)c(C(=O)O)c1	-9	-6	-9	25	-0.4	1.0	-13	0.5	9
CCN(CC)c1ccc(NC(=O)C2CCC(CNc3c(N4CCCC4)c(=O)c3=O)CC2)c(C)c1 (centres undefined)	0	1	-16	0	2.0	0.9	-23	-0.1	-9
CN(C)/C=C/C(=O)/C=C/c1ccc(Cl)cc1Cl	-16	1	-13	-19	0.9	1.4	-3	-2.2	15
O=c1c(Cl)c(N/N=C/c2ccc(Br)cc2)cnn1-c1ccccc1	-14	-2	6	-27	1.9	0.2	2	-0.9	5
CCOC(=O)C1CCN(C(=O)CSc2nccc(C)n2)CC1	-23	-1	-13	33	0.9	0.6	-1	-0.5	-7

SMILES	MDM2 E3 inh	Runt-SMMHC FRET	NCF1 inh	PPC-1+TRAIL kill	zfTRPN1 agonist	TRPML3 agonist	EBV gp42 block	TNF necrop inh	CHOP inh
Cc1ccc2c(c1)CN1CN2Cc2cc(C)ccc21	-17	-4	-1	-2	-0.8	0.6	-18	0.5	21
CCOC(=O)N1CCN(S(=O)(=O)c2cc(Cl)c(OC)cc2Cl)CC1	-4	-5	-9	-5	-1.8	-0.3	-12	0.2	-2
CCCCCNC(=O)Cc1cc(=O)[nH]c(=O)[nH]1	-13	10	-16	6	0.5	1.0	-3	0.2	-20
Cc1nc(Cl)nc(N(C)c2ccccc2)c1[N+](=O)[O-]	-9	-2	-8	11	-2.6	-2.0	-12	-21	-35
CC1CCCCC1NC(=O)Cn1ncc2ccccc21 (centres undefined)	-9	0	-13	4	-0.8	0.2	-1	0.7	-15
O=C(c1cccc(NS(=O)(=O)c2ccc(F)c(F)c2)c1)N1CCN(C(c2ccccc2)c2ccccc2)CC1	-7	-3	-23	19	-2.1	0.5	-13	0.6	21
Cc1ccc(C2(C)NC(=O)N(CC(=O)Nc3ccc4c(c3)OCO4)C2=O)cc1 (centres undefined)	-6	-1	-18	4	2.7	1.8	-14	1.1	-3
COc1ccc(CN2CCN(C)CC2)cc1OCc1ccccc1	-6	-3	-2	12	-0.3	0.0	-9	0.9	10
O=C(CC1SC(=O)N(c2ccccc2)C1=O)Nc1cccc2ccccc12 (centres undefined)	x	10	-7	16	1.8	-0.4	10	1.3	-14
S=c1[nH]nc(Cc2noc3ccccc23)n1-c1ccccc1	-18	24	2	8	-0.8	0.3	-17	-0.5	22
CC(C)c1[nH]nc2c1C(c1ccc(OC(=O)c3ccco3)cc1)C(C#N)=C(N)O2 (centres undefined)	-11	0	-11	8	1.1	0.8	-26	-3.2	26
O=C(COc1ccccc1)OC(C(=O)c1ccccc1)c1ccccc1 (centres undefined)	-4	2	-5	24	0.9	0.9	9	2.2	23

SMILES	MDM2 E3 inh	Runt-SMMHC FRET	NCF1 inh	PPC-1+TRAIL kill	zfTRPN1 agonist	TRPML3 agonist	EBV gp42 block	TNF necrop inh	CHOP inh
O=C(Nc1ccc(Cc2ccncc2)cc1)C1CC1	0	0	-4	4	-0.2	0.5	-26	-0.1	24
CC1(C)CC(=O)C=C(Nc2ccc3c(c2)OCCO3)C1	-8	-3	-2	20	0.4	0.7	-25	-1.9	12
Cc1nc2cc(-c3ccc(Cl)cc3)nn2c(NCCN(C)C)c1C	-19	0	-22	20	0.6	1.1	-6	-12	-51
COc1ccc(Nc2nc(Cl)c(C=O)s2)cc1	-10	-11	-22	6	-0.5	0.7	-27	-4.1	-21
CC1CC(=O)c2cnc(NCC3CCCO3)nc2C1 (centres undefined)	-6	-3	-9	22	-0.6	0.5	-9	-1.1	3
Cc1ccc(NC(=O)CN(C)C(=O)Cn2cc(C(F)(F)F)ccc2=O)cc1	-7	0	-13	3	0.0	0.5	-13	1.9	11
O=C(Nc1ccccc1)N(CCc1nc2ccccc2[nH]1)C1CCCC1	-12	0	6	0	-0.7	0.2	-1	-0.7	29
Cc1noc(C)c1C(=O)NC(C)c1ccc(Cl)cc1Cl (centres undefined)	-6	3	-4	13	0.2	0.0	-11	-0.7	-3
O=C(CSc1ncn[nH]1)Nc1nc(-c2ccccc2)ns1	-26	-3	-3	6	-0.5	1.1	-2	0.7	18
COc1ccc(C2C(C(=O)c3ccccc3)=C(C)Nc3nc4ccccc4n32)c(OC)c1 (centres undefined)	x	-1	-17	-4	-1.3	-0.1	-8	-0.9	-35
Cc1ccc2c(c1)N(CCC(=O)NC1CC1)C(=O)C(C)O2 (centres undefined)	2	-10	1	24	-1.5	0.6	-12	-3.9	13
O=C(CCCn1c(=S)[nH]c2cc3c(cc2c1=O)OCO3)N1CCN(c2ccc(F)cc2)CC1	-16	1	0	6	-0.3	-0.3	1	-2.3	41

SMILES	MDM2 E3 inh	Runt-SMMHC FRET	NCF1 inh	PPC-1+TRAIL kill	zfTRPN1 agonist	TRPML3 agonist	EBV gp42 block	TNF necrop inh	CHOP inh
COc1cccc(NC(=S)N(CCCN2CCOCC2)Cc2cn(C)c3ccccc23)c1	-9	2	-8	13	0.8	0.2	-9	-3.7	6
O=C1Nc2ccc(Br)cc2/C1=C/C1CC=CCC1 (centres undefined)	-6	1	-9	8	-0.8	-0.1	-6	-3.4	95*
Cn1cc(CN2C[C@]3(C)C[C@H]2CC(C)(C)C3)c(-c2ccc3c(c2)OCCO3)n1	-22	4	-12	0	-0.2	0.9	-3	0.0	15
COc1ccc(C2NC(=O)NC(c3ccccc3)=C2c2nc3ccccc3s2)cc1 (centres undefined)	-19	0	-15	9	-0.8	0.2	3	-5.9	64
CCOC(=O)CNC(=S)N(Cc1ccccc1)Cc1ccccc1F	1	1	-2	17	-2.6	-0.1	-11	-1.3	29
NNc1cc([N+](=O)[O-])cc2c1C(=O)N(Cc1ccccc1)S2=O (centres undefined)	-2	29	-3	26	2.1	0.6	-3	-1.3	3
Cc1ccc(NCc2n[nH]c(=S)n2-c2ccccc2)c(C)c1	-5	8	-18	9	0.8	0.3	-9	-0.3	-5
